Screening results deposited in PubChem BioAssay by National Center for Advancing Translational Sciences (NCATS).
p53null 32C tox: selectivity test: cytotoxicity in p53 null cells, permissive temperature; H1299-neo p53 null cells, ATP luminescence, 24 h, 32C; actives 0.62% (n = 55,000); Potency, µM (highest dose often 46.1 µM), inactives show at the highest dose activity change, negative = cytotoxicity, most hits filed as cytotoxic; AID 903; active means well fitted cell-killing curve with a large enough effect; inconclusive means small, poorly fitted or top-dose-only effect; inactive means no such curve, though single readings can be large or run the other way;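 further: 0% = DMSO only and -100% = full killing by 100 µM tamoxifen; nearly all actives have a fitted effect of over 55% in size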
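Cells lacking p53 (H1299-neo) are plated at 600 per well and allowed to settle overnight at 37C. Test compounds (up to 46 uM) are added and held 24 hours at 32C, then ATP is quantified by luminescence.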
Active calls of the source: *; ? = inconclusive. Potency means the concentration at half of the fitted maximal effect.

COc1cccc(-c2nc(Oc3cc(C)cc(C)c3)c3ccccc3n2)c1O
- p53null 32C tox = 0%

O=C1C(=O)N(CNc2cccnc2)c2ccccc21
- p53null 32C tox = 3%

COc1ccc(S(=O)(=O)N(CC(=O)Nc2ccc(S(=O)(=O)N3CCOCC3)cc2)c2ccccc2)cc1
- p53null 32C tox = 7%

COC(=O)c1cc(NS(=O)(=O)c2ccc(N3CCC(C)CC3)c([N+](=O)[O-])c2)cc(C(=O)OC)c1
- p53null 32C tox = -13%

O=C(Nc1ccccc1Cl)c1ccc(COc2ccc3c(c2)CCC3)cc1
- p53null 32C tox = 6%

O=C(Nc1cccc(Cl)c1)c1ccc(Cn2cc(Cl)cn2)cc1
- p53null 32C tox = -18%

CCOC(=O)C1=C(C)n2c(s/c(=C3\C(=O)Nc4ccccc43)c2=O)=NC1c1ccc(OC)cc1 (configuration not stated)
- p53null 32C tox = ?

CCc1sc(N(C(=O)Cc2ccccc2)c2ccccc2F)nc1-c1ccc(C)cc1
- p53null 32C tox = -14%

CCc1ccc(CCC(=O)Nc2ncc(Cc3ccccc3Cl)s2)o1
- p53null 32C tox = 1%

O=C(N/N=C/c1cccs1)c1n[nH]c2c1CCC2
- p53null 32C tox = ?

CCOC(=O)COc1c(Cl)cc(C2NC(=S)NC(c3ccccc3)=C2C(C)=O)cc1OCC (configuration not stated)
- p53null 32C tox = -25%

Clc1ccc(OCCOCCN2CCc3ccccc3C2)c(Cl)c1
- p53null 32C tox = ?

CCCC(=O)Nc1cccc(NC(=S)NC(=O)C(C)Oc2ccc(Cl)cc2Cl)c1 (configuration not stated)
- p53null 32C tox = -6%

O=C1/C(=C/c2ccncc2)SC(=S)N1C1CCCCC1
- p53null 32C tox = 4%

COc1cccc(C(=O)/C=C/Nc2ccc(S(=O)(=O)Nc3onc(C)c3C)cc2)c1
- p53null 32C tox = -28%

COc1ccc(-c2[nH]ncc2/C=N/NC(=O)c2ccc(Br)cc2)c(OC)c1
- p53null 32C tox = -16%

Cc1c(Cl)cccc1NC(=S)NCCc1ccc(S(N)(=O)=O)cc1
- p53null 32C tox = -8%

COc1ccccc1/C=N/NC(=O)CCn1cnc2ccccc21
- p53null 32C tox = ?

O=C(N/C(=C/c1cn(-c2ccccc2)nc1-c1ccccc1)C(=O)N1CCOCC1)c1ccccc1
- p53null 32C tox = -4%

COc1ccc2oc(=Nc3ccccc3)c(-c3nc4ccccc4[nH]3)cc2c1
- p53null 32C tox = 11µM*

NC(=O)c1ccc(-n2nc(C(F)(F)F)c3c2CCCC3)cc1
- p53null 32C tox = 5%

Cc1ccc(S(=O)(=O)Nc2ccccc2CNc2cccc(C)n2)cc1
- p53null 32C tox = 20%

Cn1c(N/N=C2\CCCc3ccccc32)nc2c1c(=O)n(Cc1ccccc1)c(=O)n2C
- p53null 32C tox = -3%

CCOc1ccc(NC(=S)NC(=O)/C=C/c2ccc(OC)cc2)c([N+](=O)[O-])c1
- p53null 32C tox = -25%

O=C(/C=C/c1cccc([N+](=O)[O-])c1)NCc1ccco1
- p53null 32C tox = -7%

c1ccc(-c2cnn3c(-c4ccccc4)c(-c4ccccc4)nc3n2)cc1
- p53null 32C tox = -20%

O=C(NCCc1cccc(Cl)c1)c1ccc(Cl)c([N+](=O)[O-])c1
- p53null 32C tox = -7%

c1ccc(C2=Nc3cccc4cccc(c34)N2)cc1
- p53null 32C tox = -15%

O=C(N/N=C/C1CC=CCC1)c1ccc(Cl)cc1O (configuration not stated)
- p53null 32C tox = ?

Cc1cc(C(=O)Nc2ccccc2N2CCOCC2)ccc1[N+](=O)[O-]
- p53null 32C tox = -10%

CCOc1ccc(C2C3=C(Nc4nc(N)[nH]c(=O)c42)c2ccccc2C3=O)cc1 (configuration not stated)
- p53null 32C tox = 1%

FC(F)(F)c1ccc(Oc2ccc3ccccc3c2Br)nc1
- p53null 32C tox = 8%

Cc1cc(C)c(S(=O)(=O)N2CCCCC2)c(C)c1N(C)S(=O)(=O)c1ccc(Cl)cc1
- p53null 32C tox = -13%

O=C(CNC(=O)/C(=C\c1ccc(Br)cc1)NC(=O)c1ccccc1)OCc1ccccc1
- p53null 32C tox = -18%

COc1ccc(NC(=O)/C(=C\c2ccc3c(c2)OCO3)NC(C)=O)cc1
- p53null 32C tox = 3%

CC(C)(C)NC(=S)NNC(=O)c1ccccc1Cl
- p53null 32C tox = -17%

CCCCNC(=O)COc1ccccc1C(=O)c1cc(C#N)c(=O)n(CCOC)c1
- p53null 32C tox = -6%

Cc1cccc(-c2cc(C(=O)NCc3ccccn3)c3ccccc3n2)c1
- p53null 32C tox = -25%

O=C(CSc1nc(-c2ccccc2)cs1)Nc1cccc([N+](=O)[O-])c1
- p53null 32C tox = -4%

O=C(Oc1ccc2c3c(c(=O)oc2c1)CCC3)c1ccccc1[N+](=O)[O-]
- p53null 32C tox = -13%

O=C(CSCc1ccc(Cl)cc1)Nc1ccc(S(=O)(=O)N2CCCCCC2)cc1
- p53null 32C tox = 27%

CC(Cc1ccccc1)NC(=O)c1ccc([N+](=O)[O-])cc1 (configuration not stated)
- p53null 32C tox = ?

O=C(CC(Nc1ccccc1)c1ccc(F)cc1)c1ccccc1 (configuration not stated)
- p53null 32C tox = -8%

C=CCn1c(COc2cccc(C)c2C)nnc1SCC(=O)N1CCN(c2ccccc2)CC1
- p53null 32C tox = -6%

COc1ccc(C(=O)N/N=C/C(Br)=C/c2ccccc2)cc1
- p53null 32C tox = -12%

COCCSc1ccccc1C(=O)Nc1ccc(Cl)cn1
- p53null 32C tox = -8%

C=CCn1c(SCC(=O)Nc2ccc(-c3nc4ccc(C)cc4s3)cc2)nnc1-c1ccccc1
- p53null 32C tox = -21%

COc1ccccc1Cn1c(=O)c2ccccc2n2c(SCC(=O)N3CCCCC3)nnc12
- p53null 32C tox = -7%

CCc1ccccc1NC(=S)/N=C(\N)Nc1nc(C)c2cc(C)ccc2n1
- p53null 32C tox = 6%

C/C=C/c1ccc(OCCOc2ccc(C=O)cc2OC)c(OC)c1
- p53null 32C tox = -2%

O=C(NNc1c2ccccc2nc2ccccc12)c1ccc(O)cc1
- p53null 32C tox = -24%

O=C1CC(N(Cc2cccs2)C(=O)Nc2ccccc2)C(=O)N1c1ccc(Cl)cc1 (configuration not stated)
- p53null 32C tox = -9%

O=C(Nc1ccccc1Cl)c1ccccc1S(=O)(=O)c1ccccc1[N+](=O)[O-]
- p53null 32C tox = -7%

COc1ccccc1CC(=O)Nc1cccc(C(=O)NN2C(=O)c3ccccc3C2=O)c1
- p53null 32C tox = -25%

CN(C)CCCN(C(=O)c1ccc2c(c1)CCCC2)c1nc2ccc(Cl)cc2s1
- p53null 32C tox = -28%

O=C(NC(=S)Nc1ccccc1N1CCCCC1)c1ccco1
- p53null 32C tox = -6%

Cc1ccc(SCCC(=O)Nc2ccccc2C(=O)NC(C)C)cc1
- p53null 32C tox = -17%

Cc1ccc(C(=O)NCC(=O)OCC(=O)c2ccc(C)c([N+](=O)[O-])c2)cc1
- p53null 32C tox = 1%

Cc1cc(OCC(=O)N[C@@H](Cc2ccccc2)c2nc3ccccc3[nH]2)ccc1Cl
- p53null 32C tox = 8%

O=C(CC(Sc1n[nH]c(-c2ccccc2)n1)c1ccccc1)NCc1ccccc1 (configuration not stated)
- p53null 32C tox = -10%

Cc1cccc2c(C(=O)n3cccn3)cc(-c3ccccc3Cl)nc12
- p53null 32C tox = -13%

COC(=O)c1cc(NS(=O)(=O)c2ccc(N3CCOCC3)c(NC(C)=O)c2)cc(C(=O)OC)c1
- p53null 32C tox = -16%

Cc1ccc(-n2c(=O)c(C#N)cc3c(=O)n4ccccc4nc32)cc1
- p53null 32C tox = 6%

Cc1ccc(-n2c(C)n[nH]c2=S)cc1C
- p53null 32C tox = -7%

O=C(NCCNc1ccc([N+](=O)[O-])cc1C(F)(F)F)c1ccccc1
- p53null 32C tox = -15%

CC(=O)N/C(=C\c1ccc(F)cc1)C(=O)OC(C)C
- p53null 32C tox = 11%

O=c1c2ccccc2nc(/C=C/c2ccccc2)n1CCc1ccccc1
- p53null 32C tox = -5%

O=S(=O)(Nc1nccs1)c1ccc(Nc2nnc(-c3ccccc3)c3ccccc23)cc1
- p53null 32C tox = -6%

CCSc1ccc(-c2nn(-c3ccccc3)cc2/C=C(/C#N)C(=O)NC)cc1
- p53null 32C tox = 4%

CC(C)OC(=O)c1ccc(COC(=O)c2cccc(-c3nnc(-c4ccccc4)o3)c2)cc1
- p53null 32C tox = -6%

O=C(NNC(=O)c1ccc2c(c1)OCO2)NC12CC3CC(CC(C3)C1)C2
- p53null 32C tox = -2%

O=C(c1cnccn1)N1CCN(c2ccccc2F)CC1
- p53null 32C tox = 7%

COc1cccc(C(=O)NNC(=O)Cc2ccc([N+](=O)[O-])cc2)c1
- p53null 32C tox = ?

O=C(CSCc1ccc([N+](=O)[O-])cc1)Nc1ccc(S(=O)(=O)N2CCCCCC2)cc1
- p53null 32C tox = -24%

CCOC(=O)C(Cc1ccccc1)C(=O)Nc1cccc(C)c1 (configuration not stated)
- p53null 32C tox = ?

Shown comma-delimited: 21 of the compounds above
SMILES,p53null 32C tox
CN(C)CCCN(C(=O)c1ccc2c(c1)CCCC2)c1nc2ccc(Cl)cc2s1,-28%
O=C(NC(=S)Nc1ccccc1N1CCCCC1)c1ccco1,-6%
Cc1ccc(SCCC(=O)Nc2ccccc2C(=O)NC(C)C)cc1,-17%
Cc1ccc(C(=O)NCC(=O)OCC(=O)c2ccc(C)c([N+](=O)[O-])c2)cc1,1%
Cc1cc(OCC(=O)N[C@@H](Cc2ccccc2)c2nc3ccccc3[nH]2)ccc1Cl,8%
O=C(CC(Sc1n[nH]c(-c2ccccc2)n1)c1ccccc1)NCc1ccccc1 (configuration not stated),-10%
Cc1cccc2c(C(=O)n3cccn3)cc(-c3ccccc3Cl)nc12,-13%
COC(=O)c1cc(NS(=O)(=O)c2ccc(N3CCOCC3)c(NC(C)=O)c2)cc(C(=O)OC)c1,-16%
Cc1ccc(-n2c(=O)c(C#N)cc3c(=O)n4ccccc4nc32)cc1,6%
Cc1ccc(-n2c(C)n[nH]c2=S)cc1C,-7%
O=C(NCCNc1ccc([N+](=O)[O-])cc1C(F)(F)F)c1ccccc1,-15%
CC(=O)N/C(=C\c1ccc(F)cc1)C(=O)OC(C)C,11%
O=c1c2ccccc2nc(/C=C/c2ccccc2)n1CCc1ccccc1,-5%
O=S(=O)(Nc1nccs1)c1ccc(Nc2nnc(-c3ccccc3)c3ccccc23)cc1,-6%
CCSc1ccc(-c2nn(-c3ccccc3)cc2/C=C(/C#N)C(=O)NC)cc1,4%
CC(C)OC(=O)c1ccc(COC(=O)c2cccc(-c3nnc(-c4ccccc4)o3)c2)cc1,-6%
O=C(NNC(=O)c1ccc2c(c1)OCO2)NC12CC3CC(CC(C3)C1)C2,-2%
O=C(c1cnccn1)N1CCN(c2ccccc2F)CC1,7%
COc1cccc(C(=O)NNC(=O)Cc2ccc([N+](=O)[O-])cc2)c1,?
O=C(CSCc1ccc([N+](=O)[O-])cc1)Nc1ccc(S(=O)(=O)N2CCCCCC2)cc1,-24%
CCOC(=O)C(Cc1ccccc1)C(=O)Nc1cccc(C)c1 (configuration not stated),?

(next part)
COC(=O)C(Oc1ccc2c(-c3ccc(OC)cc3)cc(=O)oc2c1)c1ccccc1 (configuration not stated)
- p53null 32C tox = -11%

Cc1ccc(NC(=O)N(Cc2nc3ccccc3c(=O)[nH]2)Cc2cccs2)cc1
- p53null 32C tox = 1%

CCC(CC)c1nnc(NC(=O)C2CC(=O)N(c3ccc4c(c3)OCCO4)C2)s1 (configuration not stated)
- p53null 32C tox = 2%

O=C(Cc1ccccc1)NC(=S)Nc1ccc2oc(-c3ccccc3)nc2c1
- p53null 32C tox = -20%

COc1ccc(NC(=S)NN2CCN(C)CC2)cc1OC
- p53null 32C tox = 9%

CCCOc1ccc(-c2csc(NC(=O)CN3C(=O)CCC3=O)n2)cc1
- p53null 32C tox = -6%

COc1ccc(CCN=C(N)NS(=O)(=O)c2ccc(OC)cc2)cc1
- p53null 32C tox = 10%

O=S1(=O)CCC(NC(=S)N2CCCCCC2)C1 (configuration not stated)
- p53null 32C tox = -5%

CC(C)C(=O)Nc1ccc2c3c(cccc13)CC2
- p53null 32C tox = -5%

CCCCN1C(=O)C2C3C=CC(C2C1=O)C1C2C(=O)N(CCCC)C(=O)C2C31 (configuration not stated)
- p53null 32C tox = -12%

Cc1c(Cl)cccc1NC(=O)c1ccc(OCC(=O)NCc2ccccc2)cc1
- p53null 32C tox = 3%

Cc1ccc(-c2csc3nc(SCC(=O)N(C)C)n(Cc4ccccc4)c(=O)c23)cc1
- p53null 32C tox = 22%

S=C(Nc1cccnc1)NC1CCCC1
- p53null 32C tox = 4%

COc1cccc(OC)c1C(=O)Nc1ccc(C)cc1C(=O)c1ccccc1
- p53null 32C tox = -18%

Cc1ccc(-c2cc(C(=O)NCCc3ccccn3)c3ccccc3n2)c(C)c1
- p53null 32C tox = -18%

COc1ccc(NC(=S)Nc2ccc(OCc3ccccc3)cc2)c(OC)c1
- p53null 32C tox = 17%

C=CCn1c(SCC(=O)c2[nH]c(C)c(C(=O)OC)c2C)nc2scc(-c3ccc(OC)c(OC)c3)c2c1=O
- p53null 32C tox = 1%

O=C(Nc1ccc(Cl)c(C(F)(F)F)c1)C(=O)N1CCCCC1
- p53null 32C tox = 6%

CCOc1ccc(/C=C/C(=O)Nc2ccc(C(N)=O)cc2)cc1OC
- p53null 32C tox = 9%

COc1ccc(NC(=O)CSc2nc3ccccc3c(=O)n2Cc2cccs2)c(OC)c1
- p53null 32C tox = 1%

Cc1ccc(NC(=S)Nc2ccc(Cl)c(Cl)c2)c(OC(F)F)c1
- p53null 32C tox = -12%

COc1ccc(/C=C2/C(=O)N(c3nc4ccccc4s3)N=C2CSc2ccc(Cl)cc2)cc1
- p53null 32C tox = -24%

COc1cc(SC)ccc1C(=O)NCc1ccccc1
- p53null 32C tox = 11%

COc1ccc2c(c1OC)C(=O)N1N=C(c3ccc(Cl)cc3)CC21 (configuration not stated)
- p53null 32C tox = -18%

CCN1CCN(C(=O)/C=C/c2ccc(C)o2)CC1
- p53null 32C tox = -17%

Some of the compounds tested; the hit share may differ from the screen's.
